# IL-2 act: activators of IL-2 | IL-2 activation reporter assay, cell-based qHTS; stimulated with anti-CD3/CD4/CD28 beads; in transgenic mouse T cells | activation, % (series mostly up to about 46 µM) | 360,000 compounds, 0.065% hits; in the data active = activation above about 50%; inconclusive = mostly about 30% to 49%; note: 0% is about no effect
#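 EGFP and DsRed fluorescence is measured by plate cytometry in unstimulated transgenic mouse T cells exposed to compound for 60 minutes, then stimulated 18 hours at 37 degrees C with anti-CD3/anti-CD4 beads plus anti-CD28.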
# GLP-1R agonist: agonists of human GLP-1 receptor. 380,000 compounds, 0.007% hits. Potency, µM (titrated, usually from 45.6 µM), for inactives: at the highest dose activation, actives largely listed as activators. HEK293 GLP-1R CRE-luciferase, luminescence, 4-6 h; cells express a hypersensitive GLP-1R form. P43220; note: potency is the fitted concentration of half-maximal effect; % of control where 0% means no effect
# EPAC1 antagonist: antagonists of human EPAC1; 360,000 compounds, 0.14% hits; EPAC1 GEF assay, Rap1b-BODIPY-GDP exchange fluorescence; AID 720709; O95398; Potency, µM (doses to about 115 µM), for inactives: at the highest dose activity change, negative = inhibition, most hits filed as inhibitors;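 note: potency is the fitted concentration of half-maximal effect; plate controls were vehicle for no effect and positive control for full effect; nearly all actives have a fitted effect of over 50% in size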
# Target sequence (O95398 whole entry, looked up): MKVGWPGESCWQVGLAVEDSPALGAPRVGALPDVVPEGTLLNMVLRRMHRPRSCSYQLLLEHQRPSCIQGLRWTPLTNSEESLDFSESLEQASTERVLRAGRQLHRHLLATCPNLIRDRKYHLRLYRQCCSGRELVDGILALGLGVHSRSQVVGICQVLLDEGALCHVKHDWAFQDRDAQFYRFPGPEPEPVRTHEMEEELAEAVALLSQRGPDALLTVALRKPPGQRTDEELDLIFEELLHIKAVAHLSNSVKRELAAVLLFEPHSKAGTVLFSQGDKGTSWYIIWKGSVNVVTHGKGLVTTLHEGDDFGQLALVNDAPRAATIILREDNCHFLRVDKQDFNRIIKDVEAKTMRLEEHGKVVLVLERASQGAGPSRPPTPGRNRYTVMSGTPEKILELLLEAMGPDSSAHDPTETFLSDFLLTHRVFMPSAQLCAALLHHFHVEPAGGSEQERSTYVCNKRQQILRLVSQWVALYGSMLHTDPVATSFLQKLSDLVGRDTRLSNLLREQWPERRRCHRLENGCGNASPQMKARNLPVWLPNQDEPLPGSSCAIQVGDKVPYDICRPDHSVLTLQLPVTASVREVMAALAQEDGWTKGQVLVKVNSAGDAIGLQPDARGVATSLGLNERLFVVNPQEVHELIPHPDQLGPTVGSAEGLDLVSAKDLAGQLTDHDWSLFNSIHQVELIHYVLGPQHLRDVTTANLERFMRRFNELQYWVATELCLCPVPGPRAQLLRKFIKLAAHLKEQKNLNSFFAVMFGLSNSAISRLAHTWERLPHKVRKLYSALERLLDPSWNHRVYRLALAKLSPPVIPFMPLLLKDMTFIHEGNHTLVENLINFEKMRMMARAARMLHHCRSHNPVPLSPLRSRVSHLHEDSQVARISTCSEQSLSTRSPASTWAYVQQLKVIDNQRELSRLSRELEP
# EPAC1 agonist: activates human EPAC1 exchange factor; EPAC1 agonist qHTS, biochemical assay; response scale: 100% = response to 6.5 mM cAMP; 360,000 compounds, 0.073% hits; O95398; Potency, µM (titrated, usually from 154 µM), inactives show at the top dose activation, most hits filed as activators; note: potency is the fitted concentration of half-maximal effect; nearly all actives have a fitted effect of over 60% in size
#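 EPAC1 100 nM, Rap1B–BODIPY-GDP 250 nM, unlabeled GDP 50 uM; compound titration; 5 min RT; kinetic read ex480/em540 at 5-min intervals ×30 min; data normalized to 6.5 mM cAMP agonist control.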
# GLP1R cytotox: cytotoxicity counter-screen for GLP-1 receptor inverse agonists | Potency, µM (highest dose often 38.3 µM), inactives show at the highest dose activity change, negative = inhibition, usual class: inhibitors | HEK293 cAMP-luciferase reporter cells, luminescence, 24 h | 410,000 compounds, 0.13% hits;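 note: loss of luciferase light is scored as toxicity; potency is the fitted concentration of half-maximal effect; % is set by controls: 0 for no effect and ±100 for the full control effect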
#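 Seeding density was 200 cells/uL; after overnight-length (12 h) culture, 23 nL compounds went on for 24 h at 37 °C. Readout used a luciferase detection reagent, luminescence taken after 12 min at room temperature.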
# PI5P4Ka inh: blocks human PI5P4K alpha kinase activity | P48426 | PI5P4Kalpha enzyme, ADP-Glo luminescence, 60 min; stronger effect = lower value | max response, % | 330,000 compounds, 1.2% hits | AID 652105; active = max response of -50% or lower; inconclusive = between -30% and -50%; inactive = -30% or higher; note: value at the top dose of about 77 µM; % is set by controls: 0 for no effect and ±100 for the full control effect
#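 Reactions run in 0.038 M HEPES pH 7.4, 0.28 mM EGTA, 0.1% CHAPS and 5% DMSO, with PI5P4Kalpha, substrate, compound and 5 microM ATP final, one hour at room temperature. Readout is ADP-Glo luminescence.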
# GLP1R inv ag: GLP-1 receptor (human) inverse agonism | AID 624417 | P43220 | Potency, µM (series often up to 38.3 µM), for the others: at the highest dose activity change, negative = inhibition, most hits filed as inhibitors | 410,000 compounds, 1.6% hits | HEK293 GLP-1R CRE-luciferase, luminescence, 24 h; GLP-1R form is constitutively active; note: potency is the fitted concentration of half-maximal effect; % is set by controls: 0 for no effect and ±100 for the full control effect; nearly all actives have a fitted effect of over 55% in size
#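 Luminescence readout: a drop in cAMP-driven luciferase signal flags inverse agonism at a constitutively active GLP-1R stably expressed in HEK293. Compound exposure lasted 24 hr at 37 deg C, 5% CO2.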
# PTHR1 ag: activates the human parathyroid hormone receptor PTHR1; HEK293 GP2 PTHR1 cells, GloSensor cAMP luminescence, 1 h; Potency, µM (doses to about 115 µM), for inactives: top-dose activation, usual class: activators; 410,000 compounds, 0.075% hits; AID 743266; note: potency is the fitted concentration of half-maximal effect; nearly all actives have a fitted effect of over 55% in size; some results filed as inactive show a strong effect at the top dose; inactives centre near -15; many of its hits are not listed in these tables
#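 HEK-293-derived GP2 cells expressing PTHR1 and a GloSensor cAMP reporter, 3,000/well, plated overnight, given luciferin plus IBMX (each 0.5 mM as added) for 1 h at 37 °C, then compound for 1 h at 37 °C. Luminescence was read after 15 min at room temperature.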
# PLK1 PBD block: PLK1 (human) polo-box domain binding inhibition; P53350; Plk1 PBD binding of FITC phosphopeptide, fluorescence polarization; Potency, µM, without a hit: max response, negative = inhibition, hits mostly inhibitors; 360,000 compounds, 2.8% hits; AID 720504; note: potency is the fitted concentration of half-maximal effect; series mostly up to about 57 µM; % is set by controls: 0 for no effect and ±100 for the full control effect; nearly all actives have a fitted effect of over 65% in size
# An asterisk follows results filed as active; i = inactive; u = inconclusive; x = no result given; [ ] = dose if it differs, or a comment. Unless noted, calls come from the whole dose curve; as a rule, active = well fitted curve in the direction sought with a large enough effect; inconclusive = small, poorly fitted or top-dose-only effect, or another doubt; inactive = no such curve, though single readings can be large; an effect the other way counts as inactive or inconclusive.
SMILES,IL-2 act,GLP-1R agonist,EPAC1 antagonist,EPAC1 agonist,GLP1R cytotox,PI5P4Ka inh,GLP1R inv ag,PTHR1 ag,PLK1 PBD block
O=C(NC1CCN(C(=O)Nc2ccc(F)cc2)CC1)c1ccccc1F,0.7,7.7%,-8.5%,7.4%,-1.2%,1.1,-1.6%,-6.8%,-1.6%
Cc1cccc(C)c1NC1=NC2(CCCCC2)N=C(N)N1,1.3,1.4%,-1.4%,0.8%,-14.2%,-1.7,-26.1%,-13.0%,-6.9%
CCCCN(CCCC)Cc1cc(=O)oc2ccccc12,-0.2,23.0%,5.3%,-4.0%,2.4%,1.8,-15.6%,-12.4%,-3.7%
O=C(c1ccc(-c2cccc(C(F)(F)F)c2)o1)N1CCN(c2ccccc2)CC1,-4.3,-8.9%,5.7%,3.8%,-12.1%,14.8,1.9%,-6.8%,-6.4%
O=[N+]([O-])c1ccc(NC(=S)N/C(=N/CS(=O)(=O)c2ccccc2)c2ccccc2)cc1,-3.2,-5.2%,-3.6%,-7.4%,-20.2%,-2.3,0.2%,-3.7%,18.9µM*
COc1ccc(CN2CCC(n3nccc3NC(=O)c3cccc(F)c3)CC2)cc1O,-0.9,13.0%,14.6%,-4.5%,-6.3%,6.7,-8.1%,-9.1%,3.8%
COc1ccccc1C1=NC(c2ccc(C)cc2)N=C1C (stereo not drawn),-3.7,17.0%,-8.9%,12.8%,12.3%,0.8,u,-32.0%[inhibitor],-6.5%
CN(CCc1ccccn1)C(=O)CCC1CCCN(C(=O)c2c3c(nn2C)CCCC3)C1 (stereo not drawn),0.5,2.4%,-14.5%,-14.4%,-14.4%,-2.5,17.7%,-6.4%,-25.3%
COc1cc(C=C2C(=O)OC(c3ccccc3)OC2=O)cc(Br)c1O (stereo not drawn),-0.6,-1.0%,12.1%,4.3%,-7.8%,-2.0,0.3%,i,u
COc1ccc(NC(=O)CN2CCCCCC2)cc1OC,0.6,7.2%,1.1%,13.9%,0.0%,-14.3,4.3%,-4.5%,-13.1%
O=C(Nc1cccnc1)C1(F)C(F)(F)C(F)(F)C(F)(F)C(F)(F)C1(F)F,0.4,36.1%,-22.6%,-44.2%[inhibitor],-13.5%,13.7,-1.2%,-25.0%,0.6%
COc1cccc(-n2c(COc3ccccc3C)nnc2SCC(=O)O)c1,0.0,2.0%,0.6%,5.7%,7.8%,x,9.7%,i,-5.6%
OC(COc1ccc2c(c1)CCC2)Cn1cnc2ccccc21 (stereo not drawn),-4.0,-2.9%,-15.5%,-3.4%,-0.7%,16.0,u,-28.3%,-0.3%
O=S(=O)(/N=C(/Nc1ccccn1)c1ccccc1)c1ccc(F)cc1,-1.3,0.3%,u,13.7%,-9.6%,3.1,u,i,-5.0%
CCOc1ccc(CN(C)C(=O)c2cccc(S(=O)(=O)Nc3ccccc3OC)c2)cc1OC,-1.2,7.7%,-0.9%,2.3%,1.5%,1.4,17.1%,-32.9%[inhibitor],0.9%
CCn1c(=O)c(=O)n(CC)c2cc(S(=O)(=O)Nc3cccc(OC)c3)ccc21,-1.8,28.3%,4.1%,4.4%,1.0%,x,0.0%,i,-5.7%
CN(C)c1c(F)cc(C(=O)NC(=O)NCc2cccnc2)cc1F,-3.6,-0.9%,0.7%,1.5%,-5.9%,-1.2,15.6%,i,1.6%
Cc1c(NC(=O)c2cccc(F)c2)c(=O)n(-c2ccccc2)n1C,-1.7,-15.7%,17.9%,-1.4%,8.6%,x,14.7%,i,4.9%
O=C(CCCn1c(SCC(=O)c2ccc(Cl)cc2)nc2ccccc2c1=O)NCc1ccco1,0.2,-0.6%,4.1%,7.4%,-6.4%,-0.5,5.0%,i,-2.5%
O=C(C1CCCO1)N1CCN(C(=S)NC2CC2)CC1 (stereo not drawn),0.1,-2.4%,-6.9%,-2.1%,-15.3%,-3.9,18.1%,1.8%,4.3%
CN1CCN(C(=S)c2ccc(OCC(=O)Nc3cccc(C(F)(F)F)c3)cc2)CC1,0.4,2.8%,-17.8%,16.8%,-16.8%,17.2,u,i,-6.2%
COc1ccc(C(=O)c2cc([N+](=O)[O-])ccc2N2CCN(C)CC2)cc1,0.8,11.7%,-19.1%,1.3%,u,-2.8,u,-23.9%,-0.8%
Cc1ccc(S(=O)(=O)N2CCCN(S(=O)(=O)c3ccccc3Br)CC2)cc1,-0.7,2.9%,-1.1%,4.6%,9.9%,7.0,u,-4.7%,-15.4%
CCCCC(=O)NC(c1ccc(OC)cc1)c1ccc2cccnc2c1O (stereo not drawn),-2.7,-4.8%,8.1%,-4.3%,5.7%,1.1,5.7%,15.8%,-1.1%
COc1cc(OC)cc(C2=Cc3ccc(OC)cc3C(CC(C)=O)N2c2ccc(C#CC3(N)CCCCC3)cc2)c1 (stereo not drawn),-1.1,-15.1%,u,3.1%,u,-3.4,u,0.5%,-19.4%
COCCNC(=O)CN(C)S(=O)(=O)c1ccc(Br)cc1,-1.4,-3.3%,2.0%,-0.2%,-8.3%,6.3,0.3%,i,-10.8%
CC(=O)Oc1ccc(C(=O)Nc2ccccc2C(=O)Nc2ccc(C(=O)O)cc2)cc1,-0.3,-6.6%,7.3%,7.1%,6.3%,-4.3,9.9%,-47.8%[inhibitor],-6.7%
O=C(O)CSc1nc(SCc2ccccc2Cl)nc2c1CCCC2,1.1,1.4%,-4.3%,3.8%,5.4%,3.0,-3.7%,i,u
COC(=O)c1cccc(NC(=O)NC23CC4CC(CC(C4)C2)C3)c1,-1.8,-5.3%,-23.7%,8.7%,-27.3%,0.4,u,i,-3.3%
CC(C)(C)CN1CCC(Oc2cccc(C(=O)NCCCOc3cccnc3)c2)CC1,-3.0,-1.7%,-7.8%,-18.9%,-7.2%,0.6,-28.6%,i,-3.0%

# Ordered by value in GLP1R inv ag (smallest number first): some entries from above.
SMILES	IL-2 act	GLP-1R agonist	EPAC1 antagonist	PI5P4Ka inh	GLP1R inv ag	PTHR1 ag	PLK1 PBD block
COc1ccc(CN2CCC(n3nccc3NC(=O)c3cccc(F)c3)CC2)cc1O	-0.9	13.0%	14.6%	6.7	-8.1%	-9.1%	3.8%
CCn1c(=O)c(=O)n(CC)c2cc(S(=O)(=O)Nc3cccc(OC)c3)ccc21	-1.8	28.3%	4.1%	x	0.0%	i	-5.7%
COc1ccc(NC(=O)CN2CCCCCC2)cc1OC	0.6	7.2%	1.1%	-14.3	4.3%	-4.5%	-13.1%
COc1cccc(-n2c(COc3ccccc3C)nnc2SCC(=O)O)c1	0.0	2.0%	0.6%	x	9.7%	i	-5.6%
CN(C)c1c(F)cc(C(=O)NC(=O)NCc2cccnc2)cc1F	-3.6	-0.9%	0.7%	-1.2	15.6%	i	1.6%

# The list continues.
SMILES,IL-2 act,GLP-1R agonist,EPAC1 antagonist,EPAC1 agonist,GLP1R cytotox,PI5P4Ka inh,GLP1R inv ag,PTHR1 ag,PLK1 PBD block
O=[N+]([O-])c1ccc(S(=O)(=O)NCC(c2cccnc2)N2CCOCC2)cc1 (stereo not drawn),-3.1,-3.0%,-5.5%,10.2%,4.7%,1.7,1.1%,i,-3.3%
COc1ccc(-c2csc(NC3=NCCCCC3)n2)cc1,-0.7,-0.2%,-9.3%,-9.7%,0.2%,-5.9,12.3%,-6.2%,-2.3%
CN(CCNC(=O)C1CCC(=O)N(Cc2ccc(Cl)cc2)C1)CCc1ccccc1 (stereo not drawn),-3.6,-4.8%,-12.7%,-10.0%,-14.3%,9.4,u,-11.9%,2.9%
COc1cccc(NC(=S)N2CCN(C)CC2)c1,-2.2,-1.0%,-2.3%,3.2%,-7.9%,-1.8,12.0%,i,-7.3%
CC(C)(C)NC(=O)C(c1ccc(C(F)(F)F)cc1)n1c(=O)c(-c2ccco2)nc2ccccc21 (stereo not drawn),-0.6,x,u,-30.3%[inhibitor],-9.3%,-64.2*,u,-16.1%,-20.8%
C[n+]1cc[nH]c1SCC(=O)c1ccccc1,-0.2,-33.9%[inhibitor],7.3%,3.6%,-6.0%,2.3,20.1%,-6.9%,-22.0%
CCOC(=O)c1cc(-c2ccc(C)cc2)n(CCC(=O)NC(C)CC)c1C (stereo not drawn),-1.6,0.3%,10.1%,-17.6%,-13.8%,1.3,u,-4.4%,-12.7%
CCN1CCN(C(=O)/C=C/c2ccc(C)cc2)CC1,-3.0,-1.8%,-1.6%,-5.8%,12.5%,-0.8,-5.7%,1.6%,-12.1%
CCCN(CCC)Cc1cc(=O)oc2ccc3ccccc3c12,-0.2,23.3%,-24.9%,-2.6%,-5.0%,10.2,u,-15.3%,0.6%
COc1cccc(OC)c1NC(=O)C1CCCN1C(=O)Nc1cccc(Cl)c1 (stereo not drawn),0.1,1.6%,0.4%,0.9%,4.9%,1.2,-28.5%,-2.5%,-6.1%

# Whole records, looked up by structure:
# CN(C)c1c(F)cc(C(=O)NC(=O)NCc2cccnc2)cc1F as listed: IL-2 act = -3.6; GLP-1R agonist = -0.9%; EPAC1 antagonist = 0.7%; EPAC1 agonist = 1.5%; GLP1R cytotox = -5.9%; PI5P4Ka inh = -1.2; GLP1R inv ag = 15.6%; PTHR1 ag = i; PLK1 PBD block = 1.6%
# COc1ccc(C(=O)c2cc([N+](=O)[O-])ccc2N2CCN(C)CC2)cc1 as listed: IL-2 act = 0.8; GLP-1R agonist = 11.7%; EPAC1 antagonist = -19.1%; EPAC1 agonist = 1.3%; GLP1R cytotox = u; PI5P4Ka inh = -2.8; GLP1R inv ag = u; PTHR1 ag = -23.9%; PLK1 PBD block = -0.8%

# Screening data: PubChem, National Center for Advancing Translational Sciences (NCATS)

# Some of the compounds tested; count on the stated rates, not on these rows.
